Screening results from PubChem.
APP 5'UTR act: activators of APP 5'UTR luciferase reporter, primary screen, SH-SY5Y cells | SH-SY5Y APP 5'UTR luciferase reporter, luminescence; zero percent = DMSO vehicle wells | activation, % at 2 µM | hit rate 1% among 190,000 | AID 1276, 2008;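 active = activation above a set limit, based on mean plus 3 SD of controls, cut at about 140% in these data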; also: values of inactives mirror those of a sister screen read the other way
FLuc stim CS: FLuc activators, initial screening, artefact control for FLuc-dependent activation tests, biochemical, ATPlite luminescence. activation factor at 10 µM. 200,000 tested, under 10 active. ATPlite luciferase biochemical, 10 min; 0 = ATP-free wells, 1 = DMSO control;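 active = luciferase activation factor, scaled between plate controls, of at least 2 with compound at 10 µM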
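System: luciferase plus luciferin reagent, cell-free; medium: PBS as buffer for the ATP substrate; dosing: test compounds dosed from 2 mM stocks in 100% DMSO; timing: 10 min post-reagent at room temperature; measured by: luminescence measurement of luciferase light output; evaluation: luciferase activation, seen as luminescence increase over controls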
G6PDH CS: L. mesenteroides G6PDH inhibitors, counter-screen for G6PDH-coupled screening assays, biochemical, Leuconostoc mesenteroides enzyme; glucose-6-phosphate dehydrogenase [Leuconostoc mesenteroides]; Purified L. mesenteroides G6PDH, diaphorase/resazurin coupled fluorescence, 45 min; inhibition, % at 5 µM; hit rate 0.12% among 200,000; AID 1020, 2008; in the data active = inhibition above about 50%
Diaphorase act: compounds boosting diaphorase resazurin reduction – biochemical, uHTS, resorufin fluorescence, counter-screen for diaphorase-coupled primary assays, primary screen. activation factor at 20 µM. Diaphorase/resazurin coupled assay, 16 min; stronger effect = higher value; 1 = vehicle wells, 0 = NADH-free wells. hit rate 0.005% among 190,000. AID 1229, 2008;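 active = diaphorase activity raised at least twofold by the compound at 20 µM; inactive = activation factor below 2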
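Material: purified diaphorase enzyme from Clostridium kluyveri; Also added: 0.114 mM NADH and 0.1 mM resazurin, final amounts; Doses: single compound dose of 20 µM, 1% DMSO final; Times: 16 min enzyme reaction, ambient temperature; Detection: resorufin fluorescence, excitation 544 nm, emission 590 nm; Measure: increased resorufin signal from activators or reducing compounds.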
NF-kB neuron act: activators of NF-kB expression in neurons, primary screen, cell-based, HTS | human neuronal cells, NF-kB reporter expression; stronger effect = higher value | fold change at 12.5 µM | hit rate 1.6% among 190,000 | AID 1239, 2008; in the data active = fold change above about 3.3
STAT1 act: STAT1 signaling activators, primary screen, cell-based, HTS, luciferase reporter; NIH 3T3 STAT1-luciferase reporter, IFN-gamma, luminescence; 100% = IFN-gamma alone, no compound; activation (% of control), % at 5.5 µM; hit rate 2.6% among 200,000; AID 932, 2007;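 active = activation above the screen-wide mean activation plus 3 SD, cut at about 130% in these data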;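 also: raw ratio to IFN-gamma control signal so 100% means no change and 0% no light; values of inactives mirror those of a sister screen read the other way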
TLR4-MyD88 BLA: inhibitors of TLR4-MyD88 association in cells, primary screen, cell-based, HeLa CL3-4, BLA complementation, FRET ratio; HeLa CL3-4 TLR4/MyD88 BLA complementation; inhibition, % at 8.4 µM; hit rate 0.18% among 200,000; in the data active = inhibition above about 25%;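 also: 0% = vehicle and 100% = reference inhibitor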
Target sequence (O00206 whole entry, looked up): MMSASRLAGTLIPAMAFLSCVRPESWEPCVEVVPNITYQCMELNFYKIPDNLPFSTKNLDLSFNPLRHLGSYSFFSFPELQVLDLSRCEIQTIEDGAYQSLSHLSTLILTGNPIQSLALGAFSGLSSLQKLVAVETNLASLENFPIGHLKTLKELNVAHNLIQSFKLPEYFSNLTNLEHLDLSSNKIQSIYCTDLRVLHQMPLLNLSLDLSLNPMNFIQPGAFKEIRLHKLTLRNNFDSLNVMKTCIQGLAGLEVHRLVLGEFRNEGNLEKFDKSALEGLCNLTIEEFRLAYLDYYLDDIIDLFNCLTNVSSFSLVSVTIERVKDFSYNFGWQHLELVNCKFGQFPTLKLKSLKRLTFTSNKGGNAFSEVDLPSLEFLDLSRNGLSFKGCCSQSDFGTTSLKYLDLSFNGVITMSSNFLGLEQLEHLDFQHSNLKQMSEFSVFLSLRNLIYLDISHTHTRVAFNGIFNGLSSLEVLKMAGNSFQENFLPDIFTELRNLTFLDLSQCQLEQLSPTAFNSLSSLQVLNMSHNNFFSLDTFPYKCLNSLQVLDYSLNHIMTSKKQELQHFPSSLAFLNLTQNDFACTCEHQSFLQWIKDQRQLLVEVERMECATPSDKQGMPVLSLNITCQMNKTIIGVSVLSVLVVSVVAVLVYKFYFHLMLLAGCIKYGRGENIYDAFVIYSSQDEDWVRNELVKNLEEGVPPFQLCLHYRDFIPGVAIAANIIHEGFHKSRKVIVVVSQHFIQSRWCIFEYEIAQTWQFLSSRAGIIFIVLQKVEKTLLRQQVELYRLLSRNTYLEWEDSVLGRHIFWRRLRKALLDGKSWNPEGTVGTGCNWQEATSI
Target sequence (Q99836 whole entry, looked up): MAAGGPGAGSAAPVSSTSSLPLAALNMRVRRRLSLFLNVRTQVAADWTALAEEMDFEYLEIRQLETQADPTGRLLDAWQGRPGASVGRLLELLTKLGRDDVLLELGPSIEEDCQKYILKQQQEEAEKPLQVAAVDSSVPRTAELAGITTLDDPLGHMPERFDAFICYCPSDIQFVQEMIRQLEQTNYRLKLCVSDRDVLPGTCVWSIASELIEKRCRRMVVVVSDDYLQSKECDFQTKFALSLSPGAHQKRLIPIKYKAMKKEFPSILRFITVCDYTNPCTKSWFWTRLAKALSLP
FLuc inh counter: firefly luciferase enzyme inhibitors, primary screen, artefact control for luciferase-based inhibitor screens, biochemical, luminescence, ATPLite | inhibition, % at 10 µM | 10 min | hit rate 1.5% among 200,000 | AID 1006, 2008 | Luciferin 4-monooxygenase (Photinus pyralis), P08659;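 active = inhibition above about 50% when tested at 10 µM, limit read from the data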
Diaph inh CS: diaphorase inhibitors and chemical oxidizers, primary screen, counter-screen for diaphorase-coupled primary assays, biochemical, uHTS, resorufin fluorescence; diaphorase resazurin-to-resorufin fluorescence, NADH, 16 min; bacterial (C. kluyveri) enzyme, not human; inhibition, % at 20 µM; hit rate 0.69% among 190,000; AID 1217, 2008;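 active = primary screen inhibition at 20 µM above a set limit, cut at about 50% in these data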;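 also: plate controls were DMSO with full reaction for no effect and wells lacking NADH for full effect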
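Assay system: diaphorase enzyme from Clostridium kluyveri; Input: enzyme working solution with 0.14 U/mL diaphorase; Timing: 16 min at room temperature; Technique: resorufin fluorescence, excitation 544 nm, emission 590 nm; Benchmarks: positive control minus NADH, DMSO neutral control.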
APP 5UTR inh: inhibitors of APP translation via 5'UTR reporter, primary screen, APP 5'UTR luciferase, SH-SY5Y cells | hit rate 0.82% among 190,000 | SH-SY5Y APP 5'UTR-luciferase reporter, luminescence | inhibition, % at 2 µM | AID 1285, 2008;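 active = inhibition above a set limit, derived from the sample mean plus 3 SD, cut at about 45% in these data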; also: values of inactives mirror those of a sister screen read the other way
An asterisk follows results filed as active; nt = not tested or not shown.

SMILES	APP 5'UTR act	FLuc stim CS	G6PDH CS	Diaphorase act	NF-kB neuron act	STAT1 act	TLR4-MyD88 BLA	FLuc inh counter	Diaph inh CS	APP 5UTR inh
O=c1[nH]c(=O)n(Cc2ccc(F)cc2)c(O)c1C=NCC1CCCO1 (configuration not stated)	4	1	4	1.1	1.7	100	6	2	-13	-4
COc1cc2c(cc1OC)-c1c3c(cc4c1[C@@H](C2)N(C)CC4)OCO3	15	1.1	34	0.9	0.97	107	-2	-5	11	-15
Clc1ccc2c(c1)C(c1ccccc1Cl)=NCc1nncn1-2	3	1	5	0.9	1.3	92	-7	1	9	-3
O=C(c1ccc(Br)cc1)C12CN3CN(CN(C3)C1)C2	24	1	6	0.9	14*	103	1	-3	10	-24
O=C(NCc1ccc(C(=O)N2CCC3(CC2)OCCO3)cc1)c1cccc(Br)c1	-6	1.1	4	1	1.2	98	6	-5	3	6
O=C(c1csc2c1CCCCC2)N1CCC2(CC1)OCCO2	6	1.1	7	0.9	1.2	92	3	-7	8	-6
O=C(CCN1CCOCC1)NCC(=O)Nc1ccc(Br)cc1C(=O)c1ccccc1	3	1.1	14	0.9	1.1	99	-17	-11	6	-3
COc1cccc(C2(O)CCN(Cc3ccncc3)CC2)c1	18	1	16	nt	1.1	105	-12	-3	nt	-18
CCOC(=O)C1C(=O)NC2(C)CC1c1cc(OC)ccc1O2 (configuration not stated)	-9	1	5	0.9	1.1	97	2	-4	7	9
CCCCN1C(=O)/C(=C/c2ccc(N3CCCCCC3)cc2)C(=O)NC1=S	1	1	12	0.7	0.83	106	-4	-1	29	-1
Cc1cc(N(CCCl)CCCl)ccc1/C=N/NC(=O)c1ccco1	25	1	10	1.1	1.8	125	1	-1	-8	-25
O=[N+]([O-])c1ccc(N2CCCC2)c2ccncc12	28	1	9	0.9	0.94	87	2	-1	15	-28

A run of entries of the results above, as a working copy:
SMILES	APP 5'UTR act	FLuc stim CS	G6PDH CS	Diaphorase act	NF-kB neuron act	STAT1 act	TLR4-MyD88 BLA	FLuc inh counter	Diaph inh CS	APP 5UTR inh
CCCCN1C(=O)/C(=C/c2ccc(N3CCCCCC3)cc2)C(=O)NC1=S	1	1	12	0.7	0.83	106	-4	-1	29	-1
Cc1cc(N(CCCl)CCCl)ccc1/C=N/NC(=O)c1ccco1	25	1	10	1.1	1.8	125	1	-1	-8	-25
O=[N+]([O-])c1ccc(N2CCCC2)c2ccncc12	28	1	9	0.9	0.94	87	2	-1	15	-28

Additional entries follow.
SMILES	APP 5'UTR act	FLuc stim CS	G6PDH CS	Diaphorase act	NF-kB neuron act	STAT1 act	TLR4-MyD88 BLA	FLuc inh counter	Diaph inh CS	APP 5UTR inh
CN(C)C(=O)Oc1c(Cl)cc(Cl)c2ccccc12	1	1	2	1	0.83	106	8	0	0	-1
COc1ccc(NC(=S)NC(NC(=O)CF)C(Cl)(Cl)Cl)c([N+](=O)[O-])c1 (configuration not stated)	3	1.1	6	0.9	1.1	105	-18	-7	12	-3
Cc1nn(Cc2ccccc2)c(Cl)c1C(=O)OCC(=O)N1CCCC1	13	1	1	1.1	1.1	104	-10	-1	-8	-13
Cc1cccnc1-n1c(-c2ccco2)nc2ccccc2c1=O	-5	1	6	0.9	1.1	101	-4	3	13	5
CC(C)CC(=O)NC(Oc1ccc(Cl)cc1)C(Cl)(Cl)Cl (configuration not stated)	29	1.1	10	0.8	1.2	99	-3	-8	21	-29
COc1ccc2[nH]c(C)c(CCNCc3cc(OC)c(OC)c(OC)c3)c2c1	2	1	-1	1.1	nt	80	10	0	-14	-2
O=[N+]([O-])c1cccc(C2N3CCCN23)c1 (configuration not stated)	16	1.1	3	1	0.82	109	9	-8	4	-16
CCN(CC)CCCN=Cc1c(O)n(CCc2ccc(F)cc2)c(=O)[nH]c1=O	9	1	9	1	0.89	97	-4	-2	-3	-9
CC(C)OC(=O)Nc1ccc(N=C(N)N[N+](=O)[O-])cc1	-5	1.1	11	1	1.2	95	4	-5	2	5
Cc1cccc(N2C(=O)NC(=O)/C(=C\c3cccn3-c3ccc(Cl)cc3)C2=O)c1	-3	1.1	10	0.9	1	69	13	-12	7	3
Cc1c(C(=O)N2CCC3(CC2)OCCO3)oc2ccc(S(=O)(=O)N3CCOCC3)cc12	9	1	-22	0.9	0.98	100	11	-3	6	-9
COc1cc(N2CCOCC2)ccc1/C=C1\C(=O)NC(=O)N(C2CCCCC2)C1=O	-6	1	3	0.7	1.1	104	8	-2	31	6
N#Cc1cc2c(nc1SCC(=O)Nc1cc(Cl)cc(Cl)c1)C1CCN2CC1	-3	1	3	1	0.77	103	-4	-4	0	4
CCN(CC)c1ccc(CN(C)CCc2ccc(OC)c(OC)c2)cc1	12	1.1	4	0.8	0.96	93	8	-5	17	-12
FC(F)(F)c1ccccc1CN1CCN(Cc2ccccc2)CC1	0	1.1	1	0.9	1.1	98	7	-6	14	0
Cc1ccc(N2C(=O)NC(=O)/C(=C/c3ccc(OC(=O)c4cccs4)cc3)C2=O)cc1	11	1	-2	0.8	1.2	103	4	-1	25	-11
Cc1ccc(Cl)cc1-n1c(O)c(C=NCCCN2CCOCC2)c(=O)[nH]c1=O	-9	1	3	1	1.3	106	9	-3	0	9
O=C(Cn1c2c(c(-c3ccccc3Cl)cc1=O)CCC2)N1CCC2(CC1)OCCO2	17	1	28	0.8	1.1	90	13	4	19	-17
CN(C)CCN=Cc1c(O)n(Cc2ccco2)c(=O)[nH]c1=O	-4	1	2	1.1	1.1	115	6	-4	-6	4
COc1ccc(C[C@@H]2c3cc(O)c(OC)cc3CCN2C)cc1O	-4	1.1	16	0.9	0.89	100	-4	-8	14	4
CC1(C)C(=O)C=C[C@]2(C)[C@H]3CC[C@@]4(C)[C@H](c5ccoc5)OC(=O)[C@H]5O[C@]54[C@]3(C)[C@H](O)C[C@@H]12	3	1.1	24	0.8	1.8	99	-5	-11	20	-3
CN(CC1COc2ccccc2O1)c1nc(-c2cccnc2)nc2ccccc12 (configuration not stated)	-9	nt	nt	nt	0.31	105	3	nt	nt	9
COc1ccccc1CCNC1CCC(C)CC1 (configuration not stated)	nt	1	8	1	1	96	-3	-4	1	nt
CCN1CCC2(CC1)NC(=O)c1ccccc1O2	-13	1.1	4	1	1.1	108	-8	-5	5	13
Cc1ccc(OCC(=O)N2CCN(Cc3ccc4c(c3)OCO4)CC2)cc1C	-11	1.1	6	0.6	0.95	92	6	-7	38	11
CCCCn1c(O)c(C(C)=NCCCN(CC)CC)c(=O)[nH]c1=O	4	1.1	1	0.9	1.2	99	-4	-5	6	-4
FC(F)(F)c1cccc(N2CCNCC2)c1	nt	1	1	1	nt	nt	nt	-3	4	nt
COC1=CCC2([N+](=O)[O-])CN(C)CC1([N+](=O)[O-])C2 (configuration not stated)	-2	1	6	1	1.3	96	-3	-4	-1	2
CN1C(=O)CN=C(c2ccccc2)c2cc([N+](=O)[O-])ccc21	nt	1	5	0.9	nt	nt	nt	-4	12	nt
c1ccc2c(c1)CNc1ccccc1O2	7	1	4	0.8	0.97	99	7	-4	19	-7
CN(C)/C=C/C(=O)C(Cl)(Cl)Cl	12	1	-2	1.1	1.1	99	8	1	-6	-12
Cc1ccccc1N1C(=O)NC(=O)/C(=C\c2ccc3c(c2)CCCN3Cc2ccccc2)C1=O	8	1	21	0.9	0.97	101	21	3	11	-8
CCCCc1ccc2[nH]cc(CCN)c2c1	1	1	20	1.1	0.88	105	-2	2	-8	-1
COc1cccc(N2CCN(Cc3cccc(Cl)c3)CC2)c1	23	1	4	0.8	1.6	103	0	-2	24	-23
Cc1ccccc1N1C(=O)NC(=O)/C(=C\c2cnn(-c3ccccc3)c2)C1=O	14	1.1	8	0.8	1.2	105	2	-6	16	-14
CN1CCN(c2ccc(/C=C3\C(=O)NC(=S)N(c4cccc(Br)c4)C3=O)o2)CC1	-2	1.1	1	0.8	1.3	102	-2	-5	21	2
O=C1NC(=O)C(=CN2CCc3ccccc32)C(=O)N1	14	1	13	0.6	1.1	89	3	-3	37	-14
Cc1ccc(CN2CCCC(C(=O)c3cccc(C(F)(F)F)c3)C2)o1 (configuration not stated)	-7	1.1	8	0.9	1.1	87	8	-6	6	7
Cc1cc(C(=O)CS(=O)c2ccc(F)cc2)cc(C)c1OC(=O)N(C)C (configuration not stated)	22	1	3	0.9	1.3	103	-4	3	8	-22
O=c1c2ccccc2nc(/C=C/c2ccc([N+](=O)[O-])o2)n1-c1ccc(O)cc1	-80	1.1	1	0.9	1.6	326*	14	-6	10	80*
O=C(CN1C(=O)CCSc2ccccc21)N1CCC2(CC1)OCCO2	1	1.1	-8	0.9	0.86	106	3	-6	7	-1
Cc1cc(C)c(Cn2c(C(=O)O)c(C=O)c3ccccc32)c(C)c1	8	1	10	1.1	1.4	90	-15	1	-10	-8
CN1C(=O)N(C)C(=O)C(CCc2ccncc2)(Cc2ccc3c(c2)OCO3)C1=O	5	1.1	3	0.9	1.1	102	-13	-7	13	-5

One compound at a time, from the list above.
Listed for O=C(CN1C(=O)CCSc2ccccc21)N1CCC2(CC1)OCCO2 : APP 5'UTR act: 1; FLuc stim CS: 1.1; G6PDH CS: -8; Diaphorase act: 0.9; NF-kB neuron act: 0.86; STAT1 act: 106; TLR4-MyD88 BLA: 3; FLuc inh counter: -6; Diaph inh CS: 7; APP 5UTR inh: -1
Listed for O=c1c2ccccc2nc(/C=C/c2ccc([N+](=O)[O-])o2)n1-c1ccc(O)cc1 : APP 5'UTR act: -80; FLuc stim CS: 1.1; G6PDH CS: 1; Diaphorase act: 0.9; NF-kB neuron act: 1.6; STAT1 act: 326*; TLR4-MyD88 BLA: 14; FLuc inh counter: -6; Diaph inh CS: 10; APP 5UTR inh: 80*

An excerpt; count on the stated rates, not on these rows.
